Screens (PubChem)
PKA-R1A activ: activators of PKA-R1A holoenzyme, primary screen, biochemical, fluorescence polarization, Cy5-IP20, bovine R1A, mouse PKAc; PKA-R1A dissociation; scaled: DMSO 0%, 113 µM cGMP 100%; activation, % at 11.4 µM; 340,000 compounds, 0.083% hits; AID 504707, 2011;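 active = percent activation above the mean of all tested compounds plus 3 SD, cut at about 19% in these data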;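 also: higher means more PKAc released from R1A so a rise in polarization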
DSG3 Ab inh: inhibitors of pemphigus antibody binding to DSG3, primary screen, biochemical, bead-based, flow cytometry, scFv-GFP. Desmoglein-3 (Homo sapiens), P32926. DSG3-coupled beads, scFv-anti-DSG3-GFP binding; hits give low values. binding (percent of control), % at 10 µM. 310,000 compounds, 0.48% hits. AID 588358, 2011;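 active = binding more than 3 SD below its plate's average and above zero; inconclusive = below that plate limit but binding exactly zero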;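 also: hits lower antibody fragment binding to DSG3; some compounds called inactive have numbers as strong as hits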
dFosB act: activators of delta FosB homodimer, primary screen, biochemical, fluorescence polarization, TAMRA-CDK5 oligo, single point; purified delta FosB; percent of positive-control signal above neutral wells; activation, % at 25 µM; 340,000 compounds, 0.99% hits; AID 493131, 2011;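 active = mean activation above about 17%, with every replicate also reaching it, limit read from the data, passing the limit was not always enough; inconclusive = only one of the two conditions met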;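 also: fluorescence polarization rise as delta FosB binds a TAMRA Cdk5 AP-1 oligo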
Mot1-301 SUMO: yeast Mot1-301 growth rescue at high temperature, primary screen, SUMOylation pathway inhibitor project, S. cerevisiae, ATP luminescence, 38.5C; S. cerevisiae Mot1-301 growth rescue; percent above DMSO median, 100 means doubled; growth rescue, % at 18.8 µM; 320,000 compounds, 1% hits;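 active = every valid replicate shows activation above 250% relative to neutral control wells; inactive = the rest, any valid replicate at or below 250%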;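 also: OY570 slx delta 5 strain wells were the positive control but not used for scaling; some compounds called inactive have numbers as strong as hits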
NSD2 HMT inh: NSD2 histone methyltransferase inhibitors, primary screen, biochemical, AlphaScreen, single concentration, set 2. inhibition, % at 12.5 µM. NSD2 peptide methylation, 120 min. 310,000 compounds, 0.54% hits; in the data active = inhibition above about 50%
Target sequence (O96028 whole entry, looked up): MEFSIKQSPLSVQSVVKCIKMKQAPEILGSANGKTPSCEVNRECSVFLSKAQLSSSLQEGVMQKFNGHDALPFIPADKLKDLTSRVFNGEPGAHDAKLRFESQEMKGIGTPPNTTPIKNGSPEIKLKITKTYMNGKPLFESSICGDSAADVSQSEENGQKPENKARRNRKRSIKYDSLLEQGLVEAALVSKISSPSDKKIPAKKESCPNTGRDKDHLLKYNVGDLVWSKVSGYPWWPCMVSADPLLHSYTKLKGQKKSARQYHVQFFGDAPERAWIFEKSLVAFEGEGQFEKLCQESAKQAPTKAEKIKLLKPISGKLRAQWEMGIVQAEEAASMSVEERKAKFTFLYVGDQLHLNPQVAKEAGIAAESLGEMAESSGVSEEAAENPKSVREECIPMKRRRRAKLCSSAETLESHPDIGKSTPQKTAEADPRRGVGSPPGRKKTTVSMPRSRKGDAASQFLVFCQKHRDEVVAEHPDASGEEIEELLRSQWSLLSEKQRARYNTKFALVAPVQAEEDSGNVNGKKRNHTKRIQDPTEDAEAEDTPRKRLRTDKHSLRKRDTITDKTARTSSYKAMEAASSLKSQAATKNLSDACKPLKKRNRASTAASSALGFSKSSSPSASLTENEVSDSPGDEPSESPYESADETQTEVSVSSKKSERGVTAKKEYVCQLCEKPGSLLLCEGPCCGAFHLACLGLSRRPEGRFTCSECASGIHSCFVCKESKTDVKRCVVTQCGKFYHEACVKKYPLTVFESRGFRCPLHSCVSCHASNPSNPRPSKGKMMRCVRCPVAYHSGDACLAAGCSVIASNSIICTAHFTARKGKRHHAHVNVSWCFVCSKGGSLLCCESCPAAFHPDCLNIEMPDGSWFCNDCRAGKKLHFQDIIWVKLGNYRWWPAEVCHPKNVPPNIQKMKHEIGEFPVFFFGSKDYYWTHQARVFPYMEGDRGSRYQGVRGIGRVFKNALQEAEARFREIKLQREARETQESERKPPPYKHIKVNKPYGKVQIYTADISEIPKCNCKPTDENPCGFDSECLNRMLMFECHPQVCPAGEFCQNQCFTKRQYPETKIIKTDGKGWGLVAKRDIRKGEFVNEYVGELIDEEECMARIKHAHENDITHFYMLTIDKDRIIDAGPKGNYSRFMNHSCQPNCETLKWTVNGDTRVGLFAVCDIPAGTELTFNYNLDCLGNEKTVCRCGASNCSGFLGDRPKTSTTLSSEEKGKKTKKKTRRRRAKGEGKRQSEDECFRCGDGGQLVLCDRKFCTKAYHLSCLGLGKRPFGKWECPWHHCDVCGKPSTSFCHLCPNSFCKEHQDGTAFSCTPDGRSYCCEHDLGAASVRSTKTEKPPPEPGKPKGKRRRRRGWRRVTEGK
SR-BI DiI inh: inhibitors of SR-BI mediated HDL lipid uptake, primary screen, ldlA[mSR-BI] cells, fluorescence, single point; Scavenger receptor class B member 1 (Mus musculus), Q61009; ldlA[mSR-BI] CHO cells, DiI-HDL uptake fluorescence, 3 h; inhibition, % at 12.5 µM; 320,000 compounds, 0.96% hits; AID 488896, 2010;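 active = mean replicate inhibition of at least 70% and a set share of replicates each scoring 70 or more; inconclusive = meets just one of the two criteria; inactive = fails both criteria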;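 also: 0% = median of neutral control wells and 100% = median of positive control wells; values of inactives mirror those of a sister screen read the other way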
SR-BI DiI-HDL act: activators of SR-BI mediated DiI-HDL uptake, primary screen, ldlA[mSR-BI] CHO cells, DiI fluorescence. 3 h; 100 = double the neutral-control signal. activation, % at 12.5 µM. 320,000 compounds, 0.096% hits;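 active = mean replicate activation of at least 60% and every replicate at or above 60%; inconclusive = mean or all-replicate condition met, but not both; inactive = mean below 60% and not all replicates reaching 60%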;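 also: 0% = median plate neutral-control signal and 100% = twice that signal; values of inactives mirror those of a sister screen read the other way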
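Assay system: LDL receptor-deficient CHO ldlA cells overexpressing murine SR-BI / Medium: BSA-supplemented, HEPES-buffered Ham's F12, pH 7.4 / Probe or stimulus: DiI-labelled HDL at 10 µg/mL final / Timing: compound with DiI-HDL co-incubation, 3 h at 37 °C / Technique: bottom-read cell fluorescence after medium removal, ex 550/em 595 nm / Measure: HDL uptake via cellular fluorescence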
Arrestin-AP2 inh: inhibitors of beta-arrestin/AP2 binding, primary screen, biochemical, GPCR trafficking, flow cytometry; beta-arrestin 1 C-terminal peptide binding to AP2 beta2-adaptin appendage (human); FITC-arrestin peptide / GST-AP2 beads; AP2 beta2 appendage carries R879A mutation; inhibition, % at 10 µM; 340,000 compounds, 0.31% hits; AID 504490, 2011;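 active = inhibition above a set limit, near 3 SD of compounds lacking own fluorescence, cut at about 54% in these data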;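 also: plate controls were DMSO wells for no effect and 5 µM unlabelled arrestin peptide for full effect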
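Material – AP2 appendage R879A on GSH beads · Buffer or medium – PBS with 0.05% Tween 20 and 0.1% BSA · Probe or stimulus – fluorescein-tagged arrestin peptide at 50 nM final · Incubation – compound with beads 12 min RT, then probe 1 h RT · Detection – high-throughput flow cytometry of beads, ex 488, em 535 nm · Evaluation – percent response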
PKA-R2B act: activators of PKA-R2B holoenzyme, primary screen, biochemical, fluorescence polarization, Cy5-IP20, human; PKA-R2B holoenzyme dissociation; R2B truncated from residue 108, S112A mutant; 0% DMSO only, 100% 113 µM cGMP; 340,000 compounds, 0.079% hits; AID 504700, 2011; activation, % at 11.4 µM; cAMP-dependent protein kinase catalytic subunit beta (Homo sapiens) + cAMP-dependent …;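 active = activation above a cutoff set at the mean over all compounds plus 3 SD, cut at about 18% in these data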;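 also: higher means more holoenzyme dissociation and a rise in polarization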
CDK5 inh: inhibitors of human CDK5/p35 kinase, primary screen, biochemical, single concentration | Cyclin-dependent kinase 5 (Homo sapiens) + Cyclin-dependent kinase 5 activator 1 (Homo … | Recombinant CDK5/p35, ADP-Glo luminescence, 60 min | inhibition, % at 10 µM | 330,000 compounds, 0.01% hits;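 active = highest replicate inhibition of at least 50% and at least 75% of replicates reaching 50%; inconclusive = only one of the two criteria met; inactive = both criteria failed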;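 also: plate controls were DMSO neutral control for no effect and GW8510 at 10 µM for full effect; many of its hits are not listed in these tables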
MITF TRPM1 HTS: activators of MITF-driven TRPM1 promoter reporter, primary screen, cell-based, SK-MEL-5, luciferase, single point; SK-MEL-5 TRPM1-promoter luciferase, 24 h; % of positive control, neutral wells = 0; activation, % at 12.5 µM; 300,000 compounds, 0.75% hits;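 active = mean activation of at least 80% with every replicate also reaching 80%; inconclusive = mean reaches 80% but some replicate falls short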;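 also: 0% = neutral control wells and 100% = parthenolide positive control wells; values of inactives mirror those of a sister screen read the other way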
An asterisk follows results filed as active; ? = inconclusive; nt = no result given.

Structure	PKA-R1A activ	DSG3 Ab inh	dFosB act	Mot1-301 SUMO	NSD2 HMT inh	SR-BI DiI inh	SR-BI DiI-HDL act	Arrestin-AP2 inh	PKA-R2B act	CDK5 inh	MITF TRPM1 HTS
O=C(c1cc(-c2ccncc2)nc2ccccc12)N1CCN(S(=O)(=O)/C=C/c2ccccc2)CC1	-2	111	-1	nt	2	-12	12	-9	-2	-1.7	-12
O=C(Nc1ccccc1C(=O)N1CCOCC1)c1noc2c1CCCC2	-2	96	-6	-6	-2	-4	4	-4	-11	1.0	7
O=C1CC(NNC(=O)c2ccc(Br)cc2)C(=O)N1 (centres undefined)	-1	115	-7	-4	-3	-9	9	-9	3	-4.2	nt
CC(C)CNC(=O)CC(=O)N/N=C/c1ccc(Br)cc1	-4	102	1	-8	0	-20	20	-40	-6	0.2	3
CCOc1ccccc1NC(=O)CCNS(=O)(=O)c1cccc2nonc12	-3	nt	-3	10	-2	0	0	2	16	1.4	-2
Cc1ccc2c(c1)C(N1CCCC1=O)CC(c1ccco1)N2 (centres undefined)	-8	103	-5	1	5	-14	14	13	4	0.7	nt
CCOC(=O)C1(CCc2ccccc2)CCN(C(=O)c2cnc(C)cn2)CC1	3	100	-6	-16	1	66	-66	-4	-10	1.7	22
COc1ccc(C(CCN2CCOCC2)c2c(OC)cc(OC)c3c(C)cc(=O)oc23)cc1 (centres undefined)	-4	104	-10	-1	nt	-14	14	4	-5	-0.4	5
COc1cc(C(C(=O)NCc2ccccc2)N(C(=O)c2snc(C(N)=O)c2N)C2CCCC2)cc(OC)c1OC (centres undefined)	-3	108	-19	-4	47	-13	13	12	-6	-6.5	-5
COc1ccc(N2C(=O)C(CC(N)=O)N(NC(=O)c3cccc(OC)c3)C2=S)cc1 (centres undefined)	-5	108	4	188	-1	-7	7	5	-6	-1.7	-4
C=C1c2cccc(C(F)(F)F)c2O[C@H](C(=O)OCC)[C@H]1OC	-9	104	-12	nt	nt	0	0	8	-11	-1.7	2
CCC1=NN(C(=O)CCc2ccc3c(c2)OCO3)C(O)(C(F)(F)F)C1 (centres undefined)	-9	104	2	33	0	8	-8	-9	-6	-4.1	49
O=C(/C=C/c1ccccc1)NC(NC(=S)Nc1ccc(Cl)cc1)C(Cl)(Cl)Cl (centres undefined)	3	nt	24*	-15	nt	31	-31	-4	-9	1.5	-54
O=C(/C=C/c1ccccc1Cl)NNC(=O)c1ccncc1	-5	nt	3	-10	-1	0	0	35	-5	-1.7	7
Cc1cc(N2CCN(c3ccc([N+](=O)[O-])c4cccnc34)CC2)c2ccccc2n1	0	102	-11	-5	nt	-12	12	6	1	0.0	-76

Exported field by field: 4 of the compounds above
CCOc1ccccc1NC(=O)CCNS(=O)(=O)c1cccc2nonc12
  PKA-R1A activ: -3; DSG3 Ab inh: nt; dFosB act: -3; Mot1-301 SUMO: 10; NSD2 HMT inh: -2; SR-BI DiI inh: 0; SR-BI DiI-HDL act: 0; Arrestin-AP2 inh: 2; PKA-R2B act: 16; CDK5 inh: 1.4; MITF TRPM1 HTS: -2

Cc1ccc2c(c1)C(N1CCCC1=O)CC(c1ccco1)N2 (centres undefined)
  PKA-R1A activ: -8; DSG3 Ab inh: 103; dFosB act: -5; Mot1-301 SUMO: 1; NSD2 HMT inh: 5; SR-BI DiI inh: -14; SR-BI DiI-HDL act: 14; Arrestin-AP2 inh: 13; PKA-R2B act: 4; CDK5 inh: 0.7; MITF TRPM1 HTS: nt

CCOC(=O)C1(CCc2ccccc2)CCN(C(=O)c2cnc(C)cn2)CC1
  PKA-R1A activ: 3; DSG3 Ab inh: 100; dFosB act: -6; Mot1-301 SUMO: -16; NSD2 HMT inh: 1; SR-BI DiI inh: 66; SR-BI DiI-HDL act: -66; Arrestin-AP2 inh: -4; PKA-R2B act: -10; CDK5 inh: 1.7; MITF TRPM1 HTS: 22

COc1ccc(C(CCN2CCOCC2)c2c(OC)cc(OC)c3c(C)cc(=O)oc23)cc1 (centres undefined)
  PKA-R1A activ: -4; DSG3 Ab inh: 104; dFosB act: -10; Mot1-301 SUMO: -1; NSD2 HMT inh: nt; SR-BI DiI inh: -14; SR-BI DiI-HDL act: 14; Arrestin-AP2 inh: 4; PKA-R2B act: -5; CDK5 inh: -0.4; MITF TRPM1 HTS: 5

Carrying on:
Structure	PKA-R1A activ	DSG3 Ab inh	dFosB act	Mot1-301 SUMO	NSD2 HMT inh	SR-BI DiI inh	SR-BI DiI-HDL act	Arrestin-AP2 inh	PKA-R2B act	CDK5 inh	MITF TRPM1 HTS
CCOC(=O)c1cn(C2CC2)c2c(F)c(F)c(F)cc2c1=O	0	111	3	nt	-2	-35	35	-1	1	0.7	9
Nc1ncc2[nH]c(N)nc2n1	-7	nt	0	nt	11	9	-9	-16	2	0.6	-4
Cc1ccc(Cl)cc1N1CCN(S(=O)(=O)c2ccc3c(c2)OCCO3)CC1	-2	nt	-5	-20	nt	-13	13	26	-6	0.5	6
Cn1c(CSc2nc3ccccc3n2C)nc2ccccc21	1	nt	1	9	-2	-34	nt	5	-1	-0.3	22
N#C/C(=C\c1ccc(OCc2ccc(C(=O)O)cc2)cc1)C(=O)N1CCOCC1	-2	87	-9	-16	nt	-35	35	4	1	-0.3	-83
CSc1cccc(-n2ccc(=O)c(C)c2C)c1	2	93	-5	0	-4	-2	2	4	4	0.1	2
O=c1[nH]c2ccccc2cc1CN(CC1CCCO1)S(=O)(=O)c1ccc(Cl)cc1 (centres undefined)	-10	105	-13	-13	-2	-2	2	21	-2	1.0	7
Cc1cc(/C(N)=N/OC(=O)c2cccc(Cl)c2)no1	nt	96	-2	5	0	-8	8	16	nt	-1.2	nt
COc1ccc2nc(Nc3sc4c(c3C(N)=O)CCCC4)sc2c1	-7	81	-11	13	3	68	-68	-6	-5	2.0	48
CCC(Oc1ccccc1)C(=O)Nc1ccccc1N1CCCC1 (centres undefined)	-5	105	1	2	-2	62	-62	3	-5	-0.9	1
CCCNS(=O)(=O)c1cccn1-c1ncc(C(F)(F)F)cc1Cl	-11	96	-4	3	4	7	-7	1	-5	-1.6	0
c1ccc(-c2cnnc(-c3ccccn3)n2)cc1	-5	99	2	2	nt	-19	19	44	1	-1.2	?
Cc1cccc(N2CCN(C(=S)Nc3ccc4nc(N5CCOCC5)cc(C)c4c3)CC2C)c1 (centres undefined)	-17	82	2	-10	-2	66	-66	5	-15	-6.9	0
O=C(NNC(=O)c1cc(Cl)ccc1[N+](=O)[O-])c1csc(N2CCOCC2)n1	5	97	-3	31	-1	3	-3	-8	2	1.0	8
COc1ccc(OC)c(C(=O)Cn2cnc3ccccc3c2=O)c1	-6	101	-1	-8	-3	nt	nt	-9	-6	1.5	6

New compounds follow
Values run as follows: PKA-R1A activ	DSG3 Ab inh	dFosB act	Mot1-301 SUMO	NSD2 HMT inh	SR-BI DiI inh	SR-BI DiI-HDL act	Arrestin-AP2 inh	PKA-R2B act	CDK5 inh	MITF TRPM1 HTS
- CCC(=O)N(Cc1cc(=O)[nH]c2ccccc12)c1ccccc1OC
→ -8	99	-9	2	-1	-13	13	9	-14	-1.8	-8
- COc1cccc(NC(=O)C2CCCCC2)c1
→ 0	99	-4	87	0	-16	16	-6	-9	-1.2	nt
- CC(C)(C)c1ccc(C(=O)Nc2ccc([N+](=O)[O-])cn2)cc1
→ 9	98	4	13	-3	10	-10	5	-8	-1.0	107*
- CCOc1cc(-c2nc3ccccc3s2)ccc1O
→ 8	107	-5	7	-10	nt	nt	3	-8	0.9	53
- N#C/C(=C/c1cccc([N+](=O)[O-])c1)C(=O)Nc1ccccc1O
→ -6	93	-9	-2	6	nt	nt	13	3	2.4	-27
- COc1ccc2ccccc2c1CNC(C)CCc1ccccc1 (centres undefined)
→ -6	113	-10	40	-3	3	-3	3	-7	-1.8	-3
- CCOc1cc2c(C#N)c(N3CCCC3)nc(N)c2c(N)n1
→ 6	105	-5	12	nt	20	-20	30	-2	-1.6	14
- CCOc1cccc(-c2cc(C(=O)N3N=C(C)CC3(O)C(F)F)c3ccccc3n2)c1 (centres undefined)
→ -12	101	-14	14	1	22	-22	3	-3	-1.2	-9
- O=C(C1=C(O)C(=O)N(CCN2CCOCC2)C1c1ccc(Cl)cc1)c1cc2ccccc2o1 (centres undefined)
→ -2	119	1	-8	7	-11	11	-9	-4	-1.3	-2
- COc1cccc(C2CCCN2Cc2nc(-c3sccc3C)oc2C)c1 (centres undefined)
→ -10	107	-3	-16	1	22	-22	-3	-8	-0.6	-3
- CN(C)CCOC(=O)c1ccc2c(c1)S(=O)(=O)c1ccccc1C2=O
→ -6	99	2	1	-1	-21	21	-20	-7	3.0	-3
- CCN1CCN(c2nc3c(c(=O)n(C)c(=O)n3C)n2CCSc2ncccn2)CC1
→ -8	106	0	2	25	-22	22	-1	-8	0.7	nt
- O=c1[nH]c2cc3c(cc2cc1CN(CCCO)Cc1nnnn1Cc1ccc(F)cc1)OCO3
→ 1	95	-3	-13	0	-14	14	30	-11	0.4	-8
- CC(=O)Nc1ccc2nc(-c3ccc(Br)o3)[nH]c2c1
→ 2	96	-7	1	5	-11	11	3	4	1.2	66
- COc1ccc(CC2(CO)CCN(Cc3ccc4nsnc4c3)CC2)cc1
→ -15	123	-3	165	9	19	-19	6	-4	0.5	5
